TSG101-PTAP inh = blocks PTAP/TSG101 interaction to inhibit HIV-1 budding. Q99816. Fluorescence polarization, FITC-PTAP peptide / Tsg101 binding. Potency, µM (series often up to 115 µM), for the others: at the highest dose activity change, negative = inhibition, usual class: inhibitors. 340,000 tested, under 10 active. AID 493005; active means well fitted inhibition curve with a large enough effect in the main read-out, with a control signal flat, not every such curve was filed as active; inconclusive means small, poorly fitted or top-dose-only effect, or effect the other way, or a change in a side signal; inactive means no such curve, though single readings can be large or run the other way; further: potency means the concentration at half of the fitted maximal effect; % of control where 0% means no effect
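FP read-out: FITC-PTAP peptide, 50 nM final, binding Tsg101 binding domain, 10 uM final; 20 min, r.t.; 10 mM HEPES pH 7.5, 0.15 M NaCl, 0.01% Tween 20, 3 mM EDTA, 0.1 mM TCEP.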
a7 integrin act = integrin-mediated muscular dystrophy alleviation activation. 0.064% of 350,000 active. alpha7betagal myoblasts, beta-gal FDG fluorescence, 48 h. AID 624291. Potency, µM (doses to about 38.3 µM), for inactives: at the top dose activation, usual class: activators;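 further: potency means the concentration at half of the fitted maximal effect; 100% = response of the positive control SU9516; nearly all actives have a fitted effect of over 60% in size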
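alpha7betagal+/- myoblasts (passage 13, 250/well) treated 48 h at 37C with compounds at 1:260 dilution of DMSO stock. Lysed, then beta-galactosidase activity read as FDG fluorescence (ex 480/em 540) after 30 min, with pre-read for autofluorescence.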
uPA generation = cell surface uPA generation inhibition. cell surface uPA generation assay, qHTS. Potency, µM (series often up to 38.3 µM), for the others: at the highest dose activity change, negative = inhibition, hits mostly inhibitors. 0.31% of 330,000 active. AID 540303; active means well fitted inhibition curve with a large enough effect; inconclusive means small, poorly fitted or top-dose-only effect; inactive means no such curve, though single readings can be large or run the other way; tested in mouse RAW 264.7 cells; further: potency means the concentration at half of the fitted maximal effect; on the % scale 0 is the no-effect control and ±100 the full control effect; nearly all actives have a fitted effect of over 55% in size
ELG1 genotoxic = genotoxicity induction in ELG1-luciferase HEK293T cells. HEK293T ELG1-luciferase reporter, luminescence, 16 h. Potency, µM (doses to about 46 µM), inactives show at the top dose activity change, positive = activation, most hits filed as activators. 1.3% of 330,000 active; further: potency means the concentration at half of the fitted maximal effect; % of control where 0% means no effect; nearly all actives have a fitted effect of over 60% in size
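HEK293T cells expressing luciferase-tagged ELG1 were treated with compound or DMSO for 16 hr at 37°C. Luciferase activity was then read after 30 min with ONE-Glo at room temperature; rising signal flags genetic stress.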
p53 reactivation = restores transcriptional activity of mutant p53 | Potency, µM (highest dose often 92.2 µM), for inactives: at the top dose activity change, positive = activation, most hits filed as activators | AID 504706 | H1299 p53-A138V BP100-luciferase reporter, luminescence, 24 h | 0.063% of 320,000 active; further: potency means the concentration at half of the fitted maximal effect; % of control where 0% means no effect; nearly all actives have a fitted effect of over 45% in size
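p53-null H1299 cells stably carrying temperature-sensitive p53-A138V and a BP100-luciferase reporter were pinned with compounds (4-point, 1:5 series) and held 24 hrs at 37 deg C. Luminescence was read 10 min after detection reagent.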
TRPV1 ag = human TRPV1 agonism; Q8NER1; TRPV1-expressing cells, Fluo-8 calcium influx, agonist mode; activation, % at 8.33 µM; AID 540275; 0.19% of 320,000 active; in the data active means activation above about 80%; inconclusive means between about 30% and that limit; further: 0% is about no effect
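Fluo-8 calcium influx in TRPV1-expressing cells, kinetic read (ex 480/em 520 nm). Compound added and read 3 min for agonist activity, followed by capsaicin at EC20 final and 2 min further read for enhancement.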
S-ASM inh = blocks human secretory acid sphingomyelinase; P17405; placental ASM, HMU-PC fluorogenic substrate, 60 min; Potency, µM (top dose mostly 57.5 µM), for the others: at the top dose activity change, negative = inhibition, hits mostly inhibitors; 0.006% of 340,000 active; AID 504937; further: potency means the concentration at half of the fitted maximal effect
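HMU-PC0 cleavage (9 uM final) by human placental ASM, 60 min at 37 °C following 10 min compound exposure at RT; stopped at pH 10, fluorescence Ex 386/Em 447 nm.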
Eya2 phos inh = Eya2 (human) phosphatase inhibition | Potency, µM (top dose mostly 76.9 µM), inactives show top-dose activity, negative = inhibition, actives largely listed as inhibitors | recombinant Eya2, OMFP fluorescence dephosphorylation (OMFP is methylfluorescein phosphate) | 0.006% of 330,000 active | AID 488837; further: potency means the concentration at half of the fitted maximal effect; on the % scale 0 is the no-effect control and ±100 the full control effect
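Eya2 protein (added as 0.2 uM solution) was preincubated with compound for 10 min at ambient temperature in 50 mM HEPES pH 7.5, 50 mM NaCl, 5 uM MgCl2, 0.05% BSA, 1 mM DTT. OMFP (added at 50 uM) then reacted 10 min; fluorescence read at 485/525 nm.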
USP2a inh = inhibitors of human ubiquitin-specific protease USP2a | USP2 core, Ub-CHOP2 coupled fluorogenic reporter, 485/531 | Potency, µM (titrated, usually from 38.3 µM), without a hit: top-dose activity change, negative = inhibition, most hits filed as inhibitors | 0.01% of 330,000 active | AID 463254;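 further: potency means the concentration at half of the fitted maximal effect; plate controls were DMSO wells for no effect and full inhibition by NEM control for full effect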
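USP2 core (10nM final) preincubated 30min RT with compound in 20mM Tris-HCl pH 8.0, 2mM CaCl2, 2mM beta-mercaptoethanol, 0.05% CHAPS; 25nM Ub-CHOP2 plus 25nM reporter substrate added, fluorescence (Ex485/Em531) read after 60min.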
B2AR arrestin = recruits beta-arrestin to the human beta2-adrenergic receptor. P07550. beta-arrestin recruitment to beta2AR, cell-based reporter. Potency, µM (top dose mostly 46.1 µM), inactives show top-dose activation, most hits filed as activators. 0.02% of 330,000 active;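 further: potency means the concentration at half of the fitted maximal effect; 0% = DMSO controls and full agonism = EC100 isoproterenol or metaproterenol; nearly all actives have a fitted effect of over 65% in size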
BRCA1 expr act = BRCA1 expression activation. MCF7-BRCA1-FFLuc reporter, luminescence, 48 h; response scale: scaled: vehicle 0%, 10 µM genistein 100%. Potency, µM (titrated, usually from 46.1 µM), without a hit: top-dose activation, usual class: activators. 1.1% of 380,000 active; further: potency means the concentration at half of the fitted maximal effect; nearly all actives have a fitted effect of over 80% in size; some results filed as inactive show a strong effect at the top dose
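Quantitative HTS in MCF7 cells stably reporting BRCA1 expression via firefly luciferase. Compound treatment lasts 48 h at 37 °C in phenol-red free MEM. Activation is expressed relative to genistein at 10 microM and DMSO.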
Starred values were filed as active, the others as inactive; ? = inconclusive; · = no result given; & = joins results of further samples; [ ] = another dose, or the depositor's remark. Unless noted, the call rests on the fitted dose curve; in most records, active means well fitted curve in the direction sought with a large enough effect; inconclusive means small, poorly fitted or top-dose-only effect, or another doubt; inactive means no such curve, though single readings can be large; an effect the other way counts as inactive or inconclusive. Compounds were not picked by outcome. Share with any hit: about 2.6%.

SMILES | TSG101-PTAP inh | a7 integrin act | uPA generation | ELG1 genotoxic | p53 reactivation | TRPV1 ag | S-ASM inh | Eya2 phos inh | USP2a inh | B2AR arrestin | BRCA1 expr act
Cc1nn(CC(=O)Nc2cc(S(=O)(=O)N(C)C)ccc2Cl)c(C)c1[N+](=O)[O-] | 0% | -16% | -1% | -3% | -2% | -8 | 1% | 6% | -1% | -0.2% | -14%
CC1CCCN(C(=O)CNC(=O)Cn2ccc3ccccc3c2=O)C1 (stereo not drawn) | -1% | -4% | -2% | -3% | -2% | · | 4% | 1% | 1% | -0.2% | -2%
Cc1ccc(S(=O)(=O)N2CCC(C(=O)NC3CCCCCC3)CC2)cc1 | -7% | -5% | -2% | -3% | -2% | 9 | -1% | 9% | -1% | 0.3% | -2%
COc1ccccc1N(C)S(=O)(=O)c1ccc(Cl)c(C(=O)NCc2ccco2)c1 | 0% | 2% | -1% | -2% | 1% | · | 3% | 1% | 0% | 0.2% | 2%
O=C(O)CC(Cc1ccccc1)C(=O)NCC12CC3CC(CC(C3)C1)C2 (stereo not drawn) | -3% | 22% | 3% | 0% | -5% | 2 | 5% | -2% | 0% | 0.4% | -2%
CCn1c(CSc2nc(C)cc(C)n2)nnc1SCC(N)=O | -2% | 20% | 0% | 0% | 1% | 2 | 4% | 5% | 1% | -1.0% | -9%
Nc1nsnc1C(=O)NCCO | 5% | 20% | 8% | -5% | -9% | -3 | 12% | 0% | -7% | -0.3% | 15%
S=C(Nc1cccc(Cl)c1)NC1CC2CCCC(C1)N2C1CCCC1 (stereo not drawn) | 0% | -19% | -16% | -7% | -4% | 2 | 4% | 2% | 1% | 0.3% | -17%
O=c1c2[nH]c3ccc(F)cc3c2ncn1CCCn1ccnc1 | 0% | 3% | -2% | 0% | -10% | -2 | 3% | 9% | -1% | 0.1% | -36%
CCc1nnc(NC(=O)CSc2nc3ccccc3s2)s1 | -1% | -22% | 6% | 20% | 8% | -1 | 0% | -2% | -1% | 0.0% | 1%
CC(C)NC(=O)NC(=O)COC(=O)CCCSc1nc2ccccc2s1 | -4% | -6% | -2% | 2% | -15% | -1 | 0% | -8% | 0% | 0.1% | 7%
COc1ccc(C(c2nnnn2Cc2ccc(F)cc2)N2CCN(c3ccc(OC)cc3)CC2)cc1 (stereo not drawn) | -2% | 1% | -1% | -7% | -4% | 4 | -14% | -9% | -7% | -0.5% | -41%
CCOC(=S)N/C(=N\S(C)(=O)=O)c1ccccc1 | -10% | -9% | 4% | 0% | -1% | 1 | 0% | 0% | 11% | -0.3% | 6%
O=C(Nc1ccc(Cl)cc1)c1cccc(N2C(=O)C3C4CCC(C4)C3C2=O)c1 (stereo not drawn) | -1% | 4% | 5% | -3% | 16% | ? | -2% | 0% | -7% | -0.6% | -15%
NC(=NC(=O)c1ccccc1)C1=C(O)CCC1=O | -2% | -3% | 1% | 1% | 2% | 3 | -3% | 0% | -8% | -0.6% | 43%
CCSc1nnc(NC(=O)c2ccccc2C)s1 | 0% | 24% | -2% | ? | 27% | 17 | -3% | 8% | -1% | -0.1% | 10µM*
O=C(CN1CCN(Cc2ccc(F)cc2Cl)C1=O)NCCc1ccc(Cl)cc1 | 1% | -1% | 2% | -9% | -3% | 2 | 0% | -1% | -1% | 0.3% | 4%&1%
Cc1ccc2cc(C3CC(c4ccco4)=NN3C(=O)CCCC(=O)O)c(Cl)nc2c1 (stereo not drawn) | -6% | -13% | 9% | 4% | -3% | 1 | -1% | 2% | -3% | 0.0% | 4%
Cn1c(=O)[nH]c(=O)c2c1nc1n2CCN1Cc1ccccc1 | -6% | 2% | · | 1% | 6% | 1 | 3% | 14% | 0% | 0.2% | -18%
O=C(Nc1ccccc1)Nc1nnc(/C=C/c2ccccc2Cl)s1 | 3% | -2% | 4% | 1% | 16% | -5 | · | -6% | 2% | -0.6% | 1%
CC(NS(=O)(=O)c1c(N)n(C)c(=O)n(C)c1=O)c1ccccc1 (stereo not drawn) | -1% | 17% | 1% | 4% | -7% | 0 | 8% | 5% | 4% | 0.3% | -1%
O=C(CN1C(=O)NC(Cc2ccccc2)(Cc2ccccc2)C1=O)NCC1CCCCC1 | -3% | -18% | 5% | -7% | 5% | 4 | -5% | -21% | 0% | -0.1% | -15%
Cc1c(NC(=O)c2ccc(NC(=O)C3CC3)cc2)cccc1C(=O)O | 1% | ? | 2% | -2% | -25% | -2 | 6% | 5% | -1% | 2.8% | 1%
c1ccc2c(c1)-c1nc3ccccc3cc1C2N1CCOCC1 (stereo not drawn) | 1% | -10% | -3% | · | · | · | 3% | · | · | · | -10%
COc1cccc(CN2CC(C(=O)NCCSc3nnnn3C)CCC2=O)c1 (stereo not drawn) | -4% | 7% | -7% | -3% | -3% | -6 | -2% | -2% | 0% | -0.1% | -13%
CN(Cc1ccccc1)c1nc2c(c(=O)[nH]c(=O)n2C)n1Cc1ccccc1Cl | -2% | 4% | -1% | 0% | -13% | 10 | -2% | 2% | -1% | 0.2% | -46%
Cc1nn(C(C)C(=O)NCc2ccco2)c(=O)c2nn(-c3ccccc3)c(C)c12 (stereo not drawn) | -4% | ? | 8% | 0%[9.26 µM] | -2% | 2 | 1% | 1% | 0% | 0.1% | -14%
CCCCNC(=O)NS(=O)(=O)c1ccc(NC(=O)C(NC(N)=O)C(C)CC)cc1 (stereo not drawn) | -1% | 3% | 3% | -2% | 0% | -3 | 5% | 16% | 0% | 1.1% | 0%
COc1ccccc1CC(NC(C)=O)C(=O)N1CCN(C(=O)c2cccs2)CC1 (stereo not drawn) | -1% | 9% | 0% | -1% | -6% | -4 | 2% | 2% | 1% | -0.3% | -8%
COc1cc(C(=O)OCCC(C)C)cc(OC)c1O | -2% | -14% | 5% | 8% | 5% | -10 | 1% | 11% | 2% | 0.3% | 5%
CCS(=O)(=O)N1CCC(C(=O)Nc2cc(C)ccc2O)CC1 | 0% | 9% | ? | 0% | · | 0 | 0% | 1% | -1% | -1.5% | -1%
CCOc1ccc2oc(C(=O)N(CCOC)c3c(N)n(CC(C)C)c(=O)[nH]c3=O)c(C)c2c1 | 2% | -3% | 2% | -2% | 1% | -1 | 2% | -1% | 2% | -0.1% | -2%
CCN(C(=O)CSc1n[nH]c(-c2cccs2)n1)C1CCS(=O)(=O)C1 (stereo not drawn) | 0% | 21% | -7% | -1% | 1% | 2 | 6% | 3% | 9% | -0.7% | -1%
CC(OC(=O)Cc1ccsc1)C(=O)Nc1ccc(C(N)=O)cc1 (stereo not drawn) | 0% | 21% | 2% | 1% | 4% | 2 | 2% | 15% | -1% | 0.0% | 28%
CC1Cc2ccccc2N1C(=O)COC(=O)c1cc(Br)ccc1O (stereo not drawn) | -11% | 16% | 1% | -6% | 1% | 15 | 69%[activator] | 21% | 1% | -0.3% | -27%
CCOC(=O)c1c(-c2ccc(C)o2)csc1NC(=O)COC(=O)c1cccs1 | 0% | 13% | 2% | -1% | 3% | 6 | -4% | -11% | -6% | 0.1% | 0%
O=C(Oc1ccc(Br)cc1)c1cncc(Br)c1 | -8% | 1% | -8% | 2% | -2% | 1 | 1% | -9% | 3% | 0.4% | 9%
COc1cc(NC(=S)NC(=O)c2ccccc2C)ccc1NC(=O)c1cccs1 | -6% | 2% | 0% | -1% | 9% | 3 | -10% | 20% | 0% | -0.1% | 2%
Cn1ncc2c(=O)[nH]c(N)nc21 | -3% | 0% | -4% | · | · | · | 23% | · | · | · | -11%
COc1cc(OC)c(NC(=O)CNC(=O)Cn2ccc3ccccc3c2=O)cc1Cl | 2% | 0% | -2% | 5% | -2% | -6 | -1% | 0% | 3% | -1.0% | -15%
COC(C[C@@H](O)[C@@H](C)[C@H](O)COCc1ccccc1)OC | -4% | 21% | 8% | -1% | 3% | 11 | -4% | 6% | -2% | -0.3% | 9%
CCOc1ccc(-n2c(=S)sc3c(=O)n(-c4ccc(F)cc4)c(SCC(=O)O)nc32)cc1 | -2% | -12% | 4% | 0% | 1% | -4 | 8% | -4% | 1% | -0.1% | -8%

Sorted by value in TRPV1 ag (high to low): 3 from the list above.
SMILES	TRPV1 ag
COc1cc(NC(=S)NC(=O)c2ccccc2C)ccc1NC(=O)c1cccs1	3
O=C(Oc1ccc(Br)cc1)c1cncc(Br)c1	1
CCOc1ccc(-n2c(=S)sc3c(=O)n(-c4ccc(F)cc4)c(SCC(=O)O)nc32)cc1	-4
